Pf growth 48h = inhibits P. falciparum growth in the first generation, 48 h; 310,000 tested, 5.9% active; P. falciparum luciferase growth in erythrocytes, 48 h; AID 504832; Potency, µM (series often up to 28.7 µM), for the others: top-dose activity change, negative = inhibition, usual class: inhibitors; further: potency means the concentration at half of the fitted maximal effect; on the % scale 0 is the no-effect control and ±100 the full control effect
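Parasite viability was followed by luminescence of a genomically integrated firefly luciferase. Cultures held 0.1% parasitemia at 2% hematocrit (final), incubated under 5% CO2 at 37 C.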
LmPK inh = blocks Leishmania mexicana pyruvate kinase activity. 290,000 tested, 0.37% active. purified LmPK, Kinase-Glo ATP luminescence, 1 h. Q27686. Potency, µM (doses to about 57.5 µM), for inactives: at the top dose activity change, negative = inhibition, most hits filed as inhibitors; further: potency means the concentration at half of the fitted maximal effect; on the % scale 0 is the no-effect control and ±100 the full control effect
Target sequence (Q27686 whole entry, looked up): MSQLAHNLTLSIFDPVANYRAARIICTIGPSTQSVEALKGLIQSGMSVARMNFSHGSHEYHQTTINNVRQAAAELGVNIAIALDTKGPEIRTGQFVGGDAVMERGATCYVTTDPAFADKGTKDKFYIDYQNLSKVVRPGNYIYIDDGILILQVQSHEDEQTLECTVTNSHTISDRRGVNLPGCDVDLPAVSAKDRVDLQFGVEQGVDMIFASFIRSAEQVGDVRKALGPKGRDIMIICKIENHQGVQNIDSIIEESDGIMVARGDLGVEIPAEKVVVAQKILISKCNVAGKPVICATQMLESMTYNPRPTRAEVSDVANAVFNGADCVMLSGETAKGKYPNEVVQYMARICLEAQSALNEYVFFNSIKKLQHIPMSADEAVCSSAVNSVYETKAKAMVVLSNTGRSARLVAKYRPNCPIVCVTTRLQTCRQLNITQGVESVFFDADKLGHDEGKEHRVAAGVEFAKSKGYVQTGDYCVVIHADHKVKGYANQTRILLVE
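ATP generated from ADP (0.1 mM) and PEP (0.5 mM) by 0.1 nM LmPK over 1 h at room temperature (pH 7.2 imidazole buffer) was detected by coupled luciferase luminescence. Values were normalized to uninhibited and no-enzyme wells.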
Shiga toxin inh = inhibitors of Shiga toxin in Vero cells; Vero cells, Shiga toxin protein synthesis inhibition reporter; inhibition, % at 38.7 µM; 290,000 tested, 9.2% active; AID 2315; in the data active means inhibition mostly above about 28%, no sharp cut-off; inactive means mostly below about 43%; further: 0% is about no effect
Tb PYK inh = blocks Trypanosoma brucei pyruvate kinase; Q57TT1; TbPYK enzyme, Kinase-Glo Plus ATP luminescence, 45 min; 410,000 tested, 0.12% active; AID 624173; Potency, µM (titrated, usually from 76.8 µM), for the others: at the top dose activity, negative = inhibition, usual class: inhibitors; further: potency means the concentration at half of the fitted maximal effect; on the % scale 0 is the no-effect control and ±100 the full control effect; nearly all actives have a fitted effect of over 50% in size
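Glycolytic pyruvate kinase of T. brucei was incubated with substrate, test compound and 130 uM ADP for 45 minutes at room temperature. Luminescent Kinase-Glo Plus signal was measured after 10 minutes.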
HCV inh = inhibitors of hepatitis C virus infection | 340,000 tested, 3.4% active | Huh7.5.1 HCVcc-Cre infection, luciferase reporter, 44 h | AID 651820 | Potency, µM (highest dose often 41.8 µM), for the others: at the top dose activity change, negative = inhibition, usual class: inhibitors; further: potency means the concentration at half of the fitted maximal effect; on the % scale 0 is the no-effect control and ±100 the full control effect
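Infectious HCVcc-Cre (~0.5 moi) was added to cells just after compound, with cells seeded 4 h earlier at 1,000 per well. Luciferase activity after 44 h culture reported infection; substrate was incubated 15 min at room temperature before reading.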
Pf growth 96h = P. falciparum growth inhibition at 96 hour, primary screen for plastid delayed-death inhibitors; Potency, µM (titrated, usually from 28.7 µM), without a hit: at the highest dose activity change, negative = inhibition, usual class: inhibitors; AID 504834; 320,000 tested, 6.9% active; P. falciparum luciferase reporter growth, 96 h; further: potency means the concentration at half of the fitted maximal effect; on the % scale 0 is the no-effect control and ±100 the full control effect
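Erythrocytes infected with luciferase-expressing P. falciparum were dispensed at 2% hematocrit and 0.05% parasitemia (final), then incubated with compounds 96 hours at 37 C in 5% CO2. Luminescence after detection reagent addition reported growth.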
CHX counter = counter-screen for Shiga toxin inhibitors: cycloheximide protein synthesis inhibition. cell reporter, cycloheximide protein synthesis inhibition counterscreen. max response, %. 300,000 tested, 12% active. AID 2314; in the data active means max response mostly above about 13%, no sharp cut-off; inactive means mostly below about 14%; further: read at 38.3 µM for the half of the compounds with a filed dose; 0% is about no effect
Active calls of the source: *; ? = inconclusive; . = not tested or not shown; & = joins results of further samples; [ ] = remark or other dose. Unless noted, the call rests on the fitted dose curve; in most records, active means well fitted curve in the direction sought with a large enough effect; inconclusive means small, poorly fitted or top-dose-only effect, or another doubt; inactive means no such curve, though single readings can be large; an effect the other way counts as inactive or inconclusive.

SMILES	Pf growth 48h	LmPK inh	Shiga toxin inh	Tb PYK inh	HCV inh	Pf growth 96h	CHX counter
N/C(CN1CCCC1=O)=N\O	.	3%	-18	-5%	12%	-5%	-6
O=C(NCCO)c1cc2c([nH]c3ccccc32)c(-c2ccccc2)n1	5%	2%	-5	7%	?	-10%	-2
Cc1ccc(NC(=O)[C@H](NC(=O)[C@@H]2Cc3ccccc3CN2)c2ccccc2)cc1	1%	4%	45*	0%	1%	?	25*
O=C(Nc1ccc(F)cc1)c1cn(-c2ccccc2)nc1-c1ccncc1	?	3%	8	5%	?	15%	1
COC(=O)c1ccc(C#Cc2ccccc2)o1	49%[activator]	2%	31	3%	2%	20%	56*
O=C(COc1ccccc1)Nc1cccc(-c2cn3cccnc3n2)c1	9.3µM*	1%	21	-4%&3%	-28%	6.6µM*	12
Cc1ccc(Nc2nnc(SCC(=O)Nc3cccnc3Cl)s2)cc1C	-7%	-3%	52*	3%	-12%	-24%	27*
O=C(COc1ccc(/C=C\[N+](=O)[O-])cc1)N1CCOCC1	?	7%	-5	-14%	15%	92%[activator]	-1
CC(=O)N(c1ccc2oc(=O)sc2c1)S(=O)(=O)c1ccc(C)cc1	-9%	-2%	-14	-14%	-16%	?	-6
COc1ccc(N2CC(C(=O)OCC(=O)Nc3cc(C)on3)CC2=O)cc1 (configuration not stated)	21%	0%	-7	-1%	1%	11%	-5
O=C(c1ccccc1)c1nn(-c2ccc(Cl)cc2)cc1C(=O)c1cc2ccccc2oc1=O	.	3%	7	0%	?	?	7
O=c1[nH]c(CN2CCOCC2)nc2scc(-c3ccccc3)c12	?	15%	1	-3%	5%	0%	10
CN(CC(=O)Nc1ccccc1C(F)(F)F)C(=O)c1cc(-c2cccs2)nn1-c1ccccc1	17%	.	.	-11%	?	-14%	.
N#CN	5%	.	.	2%	.	17%	.
Cn1c(=O)oc2cc(S(=O)(=O)NCCC(=O)NCCc3ccc(Cl)cc3)ccc21	?	1%	13	3%	-3%	?	13
Cc1ccc(CN(Cc2ccco2)C(=S)Nc2ccccc2C)cc1	?	1%	-13	-5%	?	?	-2
CCNC(=O)NC(=O)COC(=O)c1cccc(NS(=O)(=O)/C=C/c2ccccc2)c1	9%	-2%	-6	-9%	0%	18%	1
CCc1ccccc1NC(=O)c1noc(C(C)C)c1[N+](=O)[O-]	9%	0%	21	-5%	3%	-12%	5
COc1ccc(/C=C2\SC(=S)N(CCC(=O)Nc3ccc(C(=O)O)cc3)C2=O)cc1OC	13%	2%	-1	-5%	20%	1%	0
COc1ccccc1OCCSc1nc2ccccc2c(=O)[nH]1	18%	-11%	48*	-4%	?	31%[activator]	14*

As a working copy, part of the list above:
SMILES	Pf growth 48h	LmPK inh	Shiga toxin inh	Tb PYK inh	HCV inh	Pf growth 96h	CHX counter
O=C(Nc1ccc(F)cc1)c1cn(-c2ccccc2)nc1-c1ccncc1	?	3%	8	5%	?	15%	1
COC(=O)c1ccc(C#Cc2ccccc2)o1	49%[activator]	2%	31	3%	2%	20%	56*
O=C(COc1ccccc1)Nc1cccc(-c2cn3cccnc3n2)c1	9.3µM*	1%	21	-4%&3%	-28%	6.6µM*	12
Cc1ccc(Nc2nnc(SCC(=O)Nc3cccnc3Cl)s2)cc1C	-7%	-3%	52*	3%	-12%	-24%	27*
O=C(COc1ccc(/C=C\[N+](=O)[O-])cc1)N1CCOCC1	?	7%	-5	-14%	15%	92%[activator]	-1
CC(=O)N(c1ccc2oc(=O)sc2c1)S(=O)(=O)c1ccc(C)cc1	-9%	-2%	-14	-14%	-16%	?	-6

The main list resumes; the 2 compounds before the break are reprinted first.
SMILES	Pf growth 48h	LmPK inh	Shiga toxin inh	Tb PYK inh	HCV inh	Pf growth 96h	CHX counter
COc1ccc(/C=C2\SC(=S)N(CCC(=O)Nc3ccc(C(=O)O)cc3)C2=O)cc1OC	13%	2%	-1	-5%	20%	1%	0
COc1ccccc1OCCSc1nc2ccccc2c(=O)[nH]1	18%	-11%	48*	-4%	?	31%[activator]	14*
CC(=O)c1ccc(OCC(=O)NC2CCCN(Cc3ccccc3F)C2)cc1 (configuration not stated)	?	-10%	3	3%	1%	?	-2
Oc1ccc(-c2cnns2)c(O)c1	10µM*	-7%	-4	-20%	?	12µM*	-2
CCN(CC)C(=O)CN(c1ccc(C)cc1)S(=O)(=O)c1ccc(SC)cc1	?	-3%	-15	-3%	13%	.	-1
CCOC(=O)CNc1nc(C#N)nc(N2CCOCC2)n1	?	-4%	19	-7%	10%	37%[activator]	-3
O=C(CN1CCc2ccccc21)NC(=O)NCc1ccccc1	27%	-2%	3	0%	3%	?	4
CCC(=O)c1c(NC(C)C)cc(C)oc1=O	?	-9%	-4	-1%	0%	?	1
COc1ccc(NC(=O)c2cn(CCC#N)nc2-c2cccc([N+](=O)[O-])c2)cc1	28%	7%	-3	3%	?	0%	-4
CCc1sc(C(=O)Nc2ccsc2C(=O)OC)cc1Br	13%	-3%	53	-27%	?	9%	-7
Cc1ccccc1Nc1cc2ccccc2c(=O)[nH]1	?	5%	2	-30%	-24%	115%[activator]	1
Cc1ccc2nc(C)c(C(=O)N/N=C/c3ccc(C(=O)O)cc3)cc2c1	81%[activator]	15%	-14	1%	18%	-3%	-1
CCC(C)NC(=O)CCc1c(C)nc2nc(-c3cc(OC)cc(OC)c3)nn2c1C (configuration not stated)	?	-4%	-7	-1%&-8%	-4%	14%	1
COc1ccc(/C=C2\SC(=O)N(CCC(=O)NCCCn3ccnc3)C2=O)cc1	32%[activator]	-9%	65*	-3%	-14%	?	19*
O=C1CCC(/C=C/c2ccccc2)=NN1Cc1ccc(Cl)c(Cl)c1	0%	0%	-14	4%	14%	.	-6
Cc1cnc([N+](=O)[O-])n1CCOC(=O)NC(=O)c1ccc(C(F)(F)F)cc1	-9%	-2%	-9	7%	25%	?	0
O=C(NS(=O)(=O)Oc1ccc(F)cc1F)OC[C@@H]1CCCN2CCCCC12 (some centres not stated)	31%[activator]	11%	-2	0%	-5%	14%	-3
CCn1nc(NC(=O)c2ccco2)c2cc3cc(C)ccc3nc21	-11%	8%	28	0%	?	7%	9.8*
COc1ccc(S(=O)(=O)NCc2ccccn2)cc1OC	28%	7%	-17	6%	-3%	17%	2
COc1cc(OC)c(C2=NOC(C(=O)NCCc3ccccc3)C2)cc1Cl (configuration not stated)	.	-1%	-13	-5%	?	?	-4
COc1cccc(NC(=S)N2CCCC2)c1	28%	0%	-42	-2%	5%	?	8
CCC(ONc1ccccc1C(F)(F)F)(C(=O)NN(C)C)c1ccccc1 (configuration not stated)	?	.	.	-7%	-6%	-2%	.
O=C(Nc1ccn(Cc2c(F)c(F)cc(F)c2F)n1)c1cccc(Cn2cc([N+](=O)[O-])cn2)c1	.	2%	31	-3%	-19%	9.3µM*	8
O=C(NC1CCCC1)C(c1ccncc1)N(C(=O)Cc1cccs1)c1ccccc1 (configuration not stated)	-22%	-1%	24	4%	3%	34%[activator]	-6
CCOc1cc(C2Nc3ccccc3C(=O)N2c2ccccc2)c(Br)cc1OCC(=O)O (configuration not stated)	0%	-1%	19	-10%	32%[activator]	-29%	-3
C=CCN(C(=O)CNC(=O)c1ccco1)C(C(=O)NC1CCCCC1)c1ccccc1F (configuration not stated)	?	4%	-12	1%	8%&14%	.	-1
O=C(COC(=O)C1COc2ccccc2O1)NC(=O)Nc1ccc2c(c1)OCCO2 (configuration not stated)	47%[activator]	2%	35	-11%	15%	51%[activator]	15*
COc1ccc(CC(=O)OCC(=O)N2CCN(S(=O)(=O)c3ccc(C)cc3C)CC2)cc1OC	?	.	.	-2%	5%	5%	.
CCn1cc(C(=O)OCC(=O)c2cc(C)n(-c3ccc(OC(F)F)cc3)c2C)c(=O)c2ccc(C)nc21	-17%	-2%	-7	-5%	-30%	?	-1
COc1ccc(CNC(=O)C(c2ccncc2)N(C(=O)Cc2cccs2)c2cccc(C)c2)cc1 (configuration not stated)	?	-1%	11	-3%	-4%	?	7
CN(C)c1ccc(/C=C/c2cc[n+]([O-])cc2)cc1	66%[activator]	-1%	172*	.	.	2.1µM*	42*
CCCCN(C(=O)NC(=O)Nc1ccccc1C)S(C)(=O)=O	40%[activator]	0%	-8	0%	24%	5%	-1
COc1cc(/C=N/NC(=O)c2c(-c3ccccc3)noc2C)cc(OC)c1OC	-13%	5%	-2	0%	8%	?	-2
CCN(CC)c1ncnc2scc(C3COc4ccccc4O3)c12 (configuration not stated)	8.3µM*	11%	1	0%	11µM*	-19%	-2
O=S(=O)(Cc1ccccc1)c1ccccc1-c1nnc(-c2ccccc2)o1	?	-1%	-7	-15%	?	?	4
CCOc1cc2c(cc1OCC)C(C(=O)O)C(c1cc(OC)c(OC)c(OC)c1)N(C)C2=O (configuration not stated)	?	2%	34	0%	18%	?	-1
CCCCOc1ccccc1Cn1c(=O)oc2ccccc21	0%	-1%	-9	-4%	-4%	16%	-1
Cc1ccc2cc(C)c(SCC(=O)Nc3cc(C)on3)nc2c1	18%	-1%	-9	-10%	8%	?	-5
Cc1cc(C)n(-c2ncnc3sc(C)c(C)c23)n1	12%	-1%	-7	-4%	10%	17%	0
COc1ccc(NC(=O)Cn2nc(C)c([N+](=O)[O-])c2C)cn1	4%	8%	17	-1%	2%	?	-3
COc1ccccc1N(C(=O)CNC(=O)c1ccco1)C(C(=O)NC1CCCC1)c1ccncc1 (configuration not stated)	-7%	2%	10	0%	24%	?	0
COc1ccccc1NC(=O)Nc1ncccc1C	-10%	-1%	8	6%	0%	.	13
Cc1ccc(-c2nc3c(=O)n(C)c4ccccc4c3o2)cc1	?	7%	6	1%	-9%	-22%	-2
Cc1cc(C)c(NC(=O)CS(=O)CC(=O)N2CCN(c3ccc(F)cc3)CC2)c(C)c1 (configuration not stated)	-9%	1%	16	0%	9%	78%[activator]	2
CCNS(=O)(=O)c1cc(Br)ccc1OC	-16%	0%	-10	7%	4%	16%	-1
O=C(NC1CCS(=O)(=O)C1)N1CCCCC1 (configuration not stated)	.	-2%	-12	-1%	16%	4.1µM*	-3
CC(CCc1ccccc1)NC(=O)CNc1cccc([N+](=O)[O-])c1 (configuration not stated)	-2%	0%	28	-6%	8%	-3%	12
Cc1ccc(Nc2nc(NCCCN3CCOCC3)nc(N)c2[N+](=O)[O-])cc1C	?	-1%	-11	1%	6%	?	-4
O=C(/C(=C(/[O-])c1ccccc1)[n+]1ccccc1)c1ccc([N+](=O)[O-])cc1	20%	3%	0	-5%	49%[activator]	26%	5
COc1ccc(N(CC(=O)Nc2ccc3c(c2)OCO3)S(=O)(=O)c2ccccc2)c(OC)c1	?	5%	-1	-17%	?	9%	-3
Cc1ccccc1NC(=S)N=Nc1c(O)n(C)c2ccc(S(=O)(=O)N3CCOCC3)cc12	3.3µM*	7%	-6	0%	?	8%	11
O=C(NCCN1CCN(C(=O)c2cccc(Br)c2)CC1)C(=O)NCc1ccccc1	?	4%	12	3%	-6%	?	7
COc1ccc2cc3cc(C(=O)N4CCN(c5ccccc5)CC4)oc3nc2c1	.	-4%	-10	-6%	8%	.	-6
CC(C)NC(=O)c1[nH]nc2c1CCc1ccccc1-2	4%	-5%	110*	3%	?	-29%	42*
COCCSc1nnc(NC(=O)CCS(=O)(=O)c2ccccc2)s1	8%	-1%	-3	5%	?	41%[activator]	-5

Assay outcomes from PubChem BioAssay.
